High-throughput results: PubChem BioAssay, Broad Institute
CD40 NFkB inh: CD40 pathway inhibition in BL2 cells; BL2 NF-kB luciferase reporter, CD40L-induced, 4 h; inhibition, % at 10 µM; actives 0.94% (n = 83,000); AID 1053188;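 active means mean inhibition of at least 50% with a set share of replicates also reaching that level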;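 further: 0% = neutral control wells and 100% = IKK inhibitor VII at 50 µM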
Active calls of the source: *; [ ] = remark or other dose.

SMILES	CD40 NFkB inh
O=C(Nc1ccc(COc2ccccc2)cc1)Nc1cccc(C(=O)O)c1	-22.3
CC(C)N(C[C@@H]1N[C@@H](CO)[C@H]1c1ccccc1)C(=O)CN1CCOCC1	6.6[25 µM]
Cn1c(N)cc(-c2ccc(F)cc2)c(C#N)c1=O	4.6
CCc1nc2ccccc2c(C(=O)OCC(=O)NC2CC2)c1C	0.7
Nc1cc(Cl)cc2c1-c1ccc(Cl)cc1C2	-15.3
Cn1c(SCC(=O)NCc2ccco2)nnc1C1CC1	0.0
CCCC(=O)Nc1sc(C(=O)OC)c(C)c1C(N)=O	6.4
C(=C\c1ccccc1)/CSc1nnc(-c2cnccn2)n1Cc1ccco1	8.4
O=C(NCCCN1CCCC1=O)c1cc(S(=O)(=O)N2CCN(c3ccccc3)CC2)ccc1Cl	-21.8
COc1ccccc1OCCCCCc1c(C)n[nH]c1C	3.1
Cc1[nH]c2ccc(C(=O)NCCCN(C)C3CCCCC3)cc2c1C	4.4
Cc1cc(C(=O)OCC(=O)Nc2nc(-c3ccccc3)cs2)c(C)o1	-2.7
Cc1cc(C)n(CC(C)Nc2nc3nonc3nc2N2CCCCC2)n1 (stereo not drawn)	8.5
O=C(NCCCN1CCOCC1)c1cccc(S(=O)(=O)N2CCc3ccccc3C2)c1	12.4
O=C(C[C@@H]1C[C@H]2c3cc(NC(=O)NC4CCCC4)ccc3O[C@H]2[C@H](CO)O1)NCc1ccccc1F	12.1[25 µM]
COC(=O)c1sccc1NC(=O)C1CC(C)=C(C)CC1C(=O)O (stereo not drawn)	5.2
Cc1cccc(S(=O)(=O)N2CCCCN3[C@H](CO)[C@H](c4ccc(-c5ccncc5)cc4)[C@H]3C2)c1	0.6[25 µM]
Cn1c(SCc2ccccc2)nnc1-c1ccc2nonc2c1	-20.9
Cc1noc(C)c1S(=O)(=O)Nc1cccc2c1O[C@@H](CN(C)Cc1ccncc1)[C@@H](C)CN([C@@H](C)CO)C2=O	-6.8
O=C(Nc1c(-c2ccccc2)nc2ccccn12)c1ccco1	1.4

In the list so far, 6 contain four or more nitrogen atoms.
SMILES	CD40 NFkB inh
Cn1c(SCC(=O)NCc2ccco2)nnc1C1CC1	0.0
C(=C\c1ccccc1)/CSc1nnc(-c2cnccn2)n1Cc1ccco1	8.4
O=C(NCCCN1CCCC1=O)c1cc(S(=O)(=O)N2CCN(c3ccccc3)CC2)ccc1Cl	-21.8
Cc1cc(C)n(CC(C)Nc2nc3nonc3nc2N2CCCCC2)n1 (stereo not drawn)	8.5
Cn1c(SCc2ccccc2)nnc1-c1ccc2nonc2c1	-20.9
Cc1noc(C)c1S(=O)(=O)Nc1cccc2c1O[C@@H](CN(C)Cc1ccncc1)[C@@H](C)CN([C@@H](C)CO)C2=O	-6.8

The list goes on.
SMILES	CD40 NFkB inh
CC(=O)c1cccc(NC(=O)CCCSc2ccccc2)c1	-9.9
CSC1=NC2(C[C@H]2c2ccccc2)C(=O)N1C (stereo partly drawn)	14.1
Cc1ccc(SCC(=O)OCC(=O)NCc2cccs2)cc1	0.2
COc1ccccc1NC(=O)Nc1nc(CC(=O)NCc2ccccn2)cs1	13.0
CCOc1ccc(C(=O)CCC(=O)N2CCC(C(=O)OC)CC2)cc1	-1.5
COc1ccc2c3c(n(C)c2c1)[C@H](CO)N(Cc1nccs1)CC31CCN(CC2CCCC2)CC1	2.3[25 µM]
CO[C@@H]1CN(C)C(=O)c2ccc(NS(=O)(=O)CC(F)(F)F)cc2OC[C@H](C)N(C(=O)NC(C)C)C[C@@H]1C	-14.9[25 µM]
C[C@H](CO)N1C[C@H](C)[C@H](CN(C)C(=O)c2cc(Cl)cc(Cl)c2)OCc2ccccc2-c2c(n(C)c3ccccc23)C1=O	41.7[25 µM]
CCC(CC)NC(=O)c1cccc([N+](=O)[O-])c1C	11.2
Cc1ccc(S(=O)(=O)CCN2CCC(O)(c3ccccc3)CC2)cc1	2.4
N#Cc1cccc(-c2ccc3c(c2)[C@H]2[C@H](CCN2C(=O)c2ccccc2F)[C@H](CO)N3)c1	-6.0[25 µM]
COc1ccc(C)cc1S(=O)(=O)NC(C)c1cnn(-c2ccccn2)c1C (stereo not drawn)	5.1
COc1ccc2c3c([nH]c2c1)[C@H](CO)N(C)CC31CN(C(=O)C2CC2)C1	1.4[25 µM]
Cc1nc2ccccn2c1C(=O)CSc1ccccc1	-6.0
COn1c(-c2ccccc2)nc2c1CCc1nonc1-2	3.7
CCNC(=O)C1(C)CCCN(C(=O)c2ccc3c(c2)C(C)(C)CCC3(C)C)C1 (stereo not drawn)	5.7
O=C(NCc1ccncc1)c1cccc(S(=O)(=O)N2CCc3ccccc32)c1	6.4
CCC(C)[C@H](NC(=O)Nc1cccc(Cl)c1)C(=O)O (stereo partly drawn)	-5.9
Cc1nn(Cc2ccc(C(=O)N3CCOCC3)o2)c(C)c1Br	5.9
O=C(CN1C(=O)c2ccccc2S1(=O)=O)NCc1cccnc1	5.9
C/C=C/c1ccc([C@@H]2[C@@H](C#N)N(C(=O)NC3CCCC3)[C@@H]2CO)cc1	-3.2
CN(Cc1cnccn1)Cc1cn(Cc2ccccc2)nc1-c1ccc2c(c1)OCO2	5.2
CC(C)NC(=O)N1[C@@H]2c3ccc(-c4ccccc4F)c(=O)n3C[C@@H]2[C@@H](CO)[C@@H]1C(=O)NC1CCC1	-6.1[25 µM]
O=C(c1ccc(Cl)cc1)c1oc2ccccc2c1CS(=O)c1ccccc1 (stereo not drawn)	10.6
O=C(C1CC1)N1CC[C@@H]2[C@H](CO)Nc3ccc(C#Cc4ccc(F)cc4)cc3[C@@H]21	2.7
CN1c2ccc(-c3cccc(F)c3)cc2[C@H]2[C@H](CCN2C(=O)c2ccc3c(c2)OCO3)[C@H]1CO	26.8[25 µM]
COc1ccccc1-c1ccc2c(c1)[C@H]1[C@H](CCN1C(=O)C1CCC1)[C@@H](CO)N2	1.2[25 µM]
O=c1c2ccccc2cnn1-c1ccc(Cl)nn1	-32.1
CS(=O)(=O)Nc1cccc(C(=O)OCCCOc2ccc(F)cc2)c1	-13.4
CCS(=O)(=O)N(C)[C@H]1c2cc(C#N)ccc2OC(C)(C)[C@@H]1O	1.5[25 µM]
CN(C)C(CNC(=O)c1cc(S(=O)(=O)N2CCOCC2)ccc1Cl)c1cccs1 (stereo not drawn)	-11.6
O=C([C@@H]1[C@@H](CO)[C@@H]2Cn3c(ccc(-c4ccc(F)cc4)c3=O)[C@@H]2N1Cc1cocn1)N1CCCCC1	-11.2[25 µM]
OC[C@H]1[C@H](c2ccc(C#Cc3ccccc3F)cc2)[C@H]2CN(CC3CCOCC3)CCCCN21	-28.1[25 µM]
C[C@@H]1CN([C@@H](C)CO)C(=O)CCCn2nncc2CO[C@@H]1CN(C)Cc1cccc(C(F)(F)F)c1	16.4[25 µM]
C/C=C/c1ccc([C@H]2[C@H]3CN(Cc4ccc(F)cc4)CC(=O)N3[C@H]2CO)cc1	-0.1[25 µM]
CC(=O)c1ccc(S(=O)(=O)Nc2ccc(C(=O)NC3CC3)cc2)cc1	3.8
O=C(c1ccc2ccccc2c1)N1CCN(S(=O)(=O)/C=C/c2ccccc2)CC1	3.0
O=C(Nc1cccnc1)c1sc(Nc2ccccc2)nc1-c1ccccc1	-16.1
Cc1nc(C(=O)N2CCCC(C(=O)c3cccc(OC(C)C)c3)C2)cs1 (stereo not drawn)	26.3
O=C(c1ccccc1)N1CCN(c2ccc([N+](=O)[O-])c(NCc3ccco3)c2)CC1	-34.8
CCCNC(=O)Nc1ccc2c(c1)C(=O)N(C)C[C@@H](OC)[C@H](C)CN(C)[C@H](C)CO2	-1.1[25 µM]
N#C[C@@H]1[C@@H](c2ccc(-c3cccc(F)c3)cc2)[C@H](CO)N1C(=O)NC1CCCCC1	-8.0
C[C@@H]1CN([C@@H](C)CO)C(=O)c2cc(NC(=O)Cn3cnnn3)ccc2O[C@H]1CN(C)Cc1ccc2c(c1)OCO2	3.1
O=C1C[C@@H](c2ccccc2)C(=O)N[C@H](c2ccccc2)C/C=C\C[C@@H](c2ccccc2)N1	5.5[25 µM]
O=C1CN(C(=O)COC(=O)C2CC(=O)N(Cc3ccco3)C2)c2ccccc2N1 (stereo not drawn)	2.4
O=C(CCC(F)(F)F)N1CCCC(CO)(CCc2ccccc2)C1 (stereo not drawn)	1.5
c1ccc(C(c2ccccc2)c2ccn[nH]2)cc1	-14.3
CC(=O)Nc1cccc(OCCCNC(=O)C2CCC2)c1	14.8
O=C(Nc1csnn1)OCc1ccccc1	-38.4
CCOC(=O)c1c(NC(=O)CCCC(=O)O)sc2c1CCC2	3.4
O=C(c1ccc(C#CC2(O)CCCCC2)cc1)N1CCOCC1	-10.4
O=C(NCc1ccccn1)c1ccc(OC2CCN(Cc3ccccc3)CC2)cc1	0.2
COc1cc2c(cc1NC(=O)c1ccncc1)oc1ccccc12	-91.6
CNC[C@H]1Oc2ccc(NC(=O)NC(C)C)cc2CC(=O)N(C)C[C@H]1C	0.3
O=S(=O)(Cc1ccccc1)N1CCCCN2[C@@H](CO)[C@@H](c3ccc(-c4ccc(F)cc4)cc3)[C@@H]2C1	-2.3[25 µM]
COc1cccc(-c2csc(N3CCN(S(=O)(=O)c4ccc(F)cc4)CC3)n2)c1	-5.8
CCN(CC(=O)Nc1c(F)cccc1F)C(=O)c1ccc2c(=O)n3c(nc2c1)CCC3	-33.3
CCOC(=O)CN1C(=O)COc2ccc(Cl)cc21	2.6
Cn1c(=O)oc2cc(S(=O)(=O)N3CCN(C(=O)c4ccco4)CC3)ccc21	26.7
COCc1cc(C)nc2sc(C(=O)N3CCN(c4ccccc4)CC3)c(N)c12	-6.4

An excerpt of these results, with values ahead of the structure:
CD40 NFkB inh	molecule
5.5[25 µM]	O=C1C[C@@H](c2ccccc2)C(=O)N[C@H](c2ccccc2)C/C=C\C[C@@H](c2ccccc2)N1
2.4	O=C1CN(C(=O)COC(=O)C2CC(=O)N(Cc3ccco3)C2)c2ccccc2N1 (stereo not drawn)
1.5	O=C(CCC(F)(F)F)N1CCCC(CO)(CCc2ccccc2)C1 (stereo not drawn)
-14.3	c1ccc(C(c2ccccc2)c2ccn[nH]2)cc1
14.8	CC(=O)Nc1cccc(OCCCNC(=O)C2CCC2)c1
-38.4	O=C(Nc1csnn1)OCc1ccccc1
3.4	CCOC(=O)c1c(NC(=O)CCCC(=O)O)sc2c1CCC2

The results go on:
SMILES	CD40 NFkB inh
N#Cc1ccc(Oc2cnccn2)cc1	4.2
Cn1c(CCCNC(=O)c2ccccc2)nc2ccccc21	1.1
Cc1ccc(S(=O)(=O)N2CCC(C(=O)NNC(=O)c3ccccc3O)CC2)cc1	-0.8
CC(C)n1cc(NC(=O)C2CC(c3cccc(Br)c3)=NO2)cn1 (stereo not drawn)	3.7
C[C@H](CO)N1C[C@H](C)[C@H](CN(C)Cc2ccccc2)Oc2ccc(NC(=O)c3ccncc3)cc2C1=O	-2.6
Fc1ccc(-c2nnc(CSc3nnc4ccccn34)o2)cc1	-25.8
O=C(Nc1nnc(-c2ccc(Br)cc2)o1)C1=COCCO1	-14.2
COc1cc(NC(=O)CCN2C(=O)NC3(CCCC3)C2=O)c(OC)cc1Cl	1.4
COc1ccc(C2CC(C)(c3ccc(OC)cc3)Nc3ccccc3N2)cc1 (stereo not drawn)	-71.2
O=C(CCCSc1nc2ccccc2[nH]1)Nc1ccccc1	3.1
O=C(C[C@@H]1CC[C@@H]2[C@H](COC[C@H](O)CN2S(=O)(=O)c2cccc(Cl)c2)O1)N1CCOCC1	-0.2[25 µM]
O=C(CCC1CCCN(C(=O)c2ccoc2)C1)NCc1ccccc1F (stereo not drawn)	8.9
Cn1c(SC2CCCCC2=O)nnc1-c1ccccc1F (stereo not drawn)	-28.2
C[C@H]1CN([C@@H](C)CO)C(=O)c2cc(C#Cc3ccccn3)cnc2O[C@H]1CN(C)Cc1cncnc1	-4.3[25 µM]
CCS(=O)(=O)N1CCCCN2[C@H](CO)[C@@H](c3ccc(-c4ccc(C(=O)N(C)C)cc4)cc3)[C@@H]2C1	-7.8[25 µM]
CCCCN(C(=O)C1=COCCO1)c1c(N)n(CCC)c(=O)[nH]c1=O	5.2
O=C(NC1CCCCCC1)C1c2ccccc2C(=O)N1CCCN1CCOCC1 (stereo not drawn)	6.0
NC(=O)c1ccccc1OCC(=O)Nc1ccc2c(c1)CCC2	-58.0
O=C(Nc1cnc2ccccc2c1)c1cccc(-n2cnnn2)c1	-35.7
Cc1ccc(-c2csc3ncn(Cc4ccc(C(=O)O)cc4)c(=O)c23)cc1C	3.9
CCOc1ccc2nc(NCCCO)[nH]c2c1	-1.8
O=C(OCc1nc2scc(-c3ccccc3)c2c(=O)[nH]1)c1ccco1	15.6
Cc1nc(N2CCN(c3ccccc3)CC2)[nH]c(=O)c1Cc1ccccc1	20.2
O=C(COC(=O)c1cc(Br)ccc1O)Nc1ccc2c(c1)OCCO2	-26.4
COc1ccc(S(=O)(=O)N2CCOCC2)cc1NC(=O)Cc1sc(C)nc1-c1ccc(F)cc1	4.5
Cc1c(C(=O)NCCc2ccccc2)oc2ccc(S(=O)(=O)N3CCOCC3)cc12	-15.5
O=C(COC(=O)COc1ccccc1F)Nc1ccc2c(c1)OCO2	9.4
Cc1ccc(CNS(=O)(=O)N(C)C)cc1	13.4
CCOC(=O)C1(CCc2ccccc2)CCN(C(=O)c2cc(C)nc(C)n2)CC1	-47.2
O=C1COc2ccc(C(=O)COC(=O)c3ccc([N+](=O)[O-])cc3Cl)cc2N1	10.0
Cc1cc(C)n(-c2nnc(C)n2/N=C/c2ccco2)n1	-5.4
Cc1nc2cc(OC3(C)CCN(Cc4ccc(OC(F)(F)F)cc4)C3)ccc2s1 (stereo not drawn)	-1.3
O=C(CC1C(=O)NCCN1Cc1cccc(Oc2ccccc2)c1)NCCc1ccccn1 (stereo not drawn)	10.0
COC(=O)c1c(C)[nH]c(C(=O)COc2ccc3ccc(=O)oc3c2)c1C	5.0
CCS(=O)(=O)Nc1ccc2c(c1)C(=O)N(C)C[C@H](OC)[C@@H](C)CN(CC1CCCCC1)[C@@H](C)CO2	-0.7[25 µM]

An excerpt, so the mix of outcomes need not match the whole.
